cardiac RTF act: cardiac RTF calcium sensitivity activators, primary screen, biochemical, IANBD-TnC fluorescence, EC20 calcium | IANBD-labeled TnC RTF fluorescence at EC20 calcium; 0% EC20 calcium, 100% full calcium | hit rate 0.24% among 340,000 | activation, % at 7.2 µM | Troponin I, cardiac muscle (Homo sapiens) + Troponin T, cardiac muscle (Homo sapiens) + …;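 active = activation above the mean over all tested compounds plus 3 SD, cut at about 30% in these data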;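 also: rise in fluorescence read as greater calcium sensitivity of cardiac thin filaments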
LANA DNA inh: inhibitors of KSHV C-LANA binding to DNA, primary screen, biochemical, fluorescence polarization, FAM-LBS DNA, MBP-C-LANA, single point | Kaposi's sarcoma herpesvirus LANA C-terminal domain (residues 932-1162) DNA binding | inhibition, % at 9 µM | hit rate 0.078% among 340,000;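 active = highest replicate inhibition at or above 60% at 9 µM, even if other replicates fall short; inactive = all replicates below 60% inhibition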;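 also: 0% = neutral control wells and 100% = 4 µM acridine orange control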
OPRM1-OPRD1 ag: agonists of OPRM1-OPRD1 heterodimerization, primary screen, cell-based, luminescence. activation, % at 9.3 µM. cells. Mu-type opioid receptor (Homo sapiens) + Delta-type opioid receptor (Homo sapiens), …. AID 504326, 2011. hit rate 0.3% among 340,000; in the data active = activation above about 18%;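 also: 0% = vehicle-treated cells and 100% = reference agonist; values of inactives mirror those of a sister screen read the other way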
CAL PDZ FP: untagged CAL PDZ binding inhibitors, primary screen, biochemical, fluorescence polarization, HTS; Golgi-associated PDZ and coiled-coil motif-containing protein (Homo sapiens), Q9HD26; purified CAL PDZ, TMR-peptide fluorescence polarization, 1 h; inhibition, % at 24.9 µM; hit rate 0.92% among 300,000;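 active = mean inhibition of at least 30% with at least half of replicates also reaching 30%; inconclusive = no clear call, values can overlap the other calls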;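 also: 0% = DMSO neutral control and 100% = excess unlabeled competitor peptide PRC23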
HTR5A inv ctr: HTR5A inverse agonists in luminescence cell assay, primary screen, counter-screen for OPRM1-OPRD1 heterodimer inverse agonist project, full-deck HTS. 5-hydroxytryptamine receptor 5A (Homo sapiens), P47898. inhibition, % at 9.3 µM. HTR5A cell line, inverse agonism. AID 504634, 2011. hit rate 0.083% among 340,000; in the data active = inhibition mostly above about 23%, no sharp cut-off; inactive = mostly below about 18%;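 also: 0% = cells with DMSO and 100% = no-cell wells with DMSO; some compounds called inactive have numbers as strong as hits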
Target sequence (P47898 whole entry, looked up): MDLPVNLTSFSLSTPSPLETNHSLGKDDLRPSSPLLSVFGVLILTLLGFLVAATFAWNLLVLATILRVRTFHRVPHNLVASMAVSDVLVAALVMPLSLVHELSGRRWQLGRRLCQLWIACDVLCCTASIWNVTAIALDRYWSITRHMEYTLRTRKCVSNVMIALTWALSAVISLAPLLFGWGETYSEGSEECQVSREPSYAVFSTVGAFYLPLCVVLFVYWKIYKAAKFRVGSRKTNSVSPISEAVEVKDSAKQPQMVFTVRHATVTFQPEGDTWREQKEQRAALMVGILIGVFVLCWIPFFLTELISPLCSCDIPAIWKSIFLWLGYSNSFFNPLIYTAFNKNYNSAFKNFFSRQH
Keap1 Nrf2 FP: Keap1-Nrf2 protein-protein interaction inhibitors, primary screen, biochemical, fluorescence polarization, single point; Kelch-like ECH-associated protein 1 (Homo sapiens), Q14145; inhibition, % at 9.4 µM; Keap1 Kelch-Nrf2 peptide fluorescence polarization, 1536-well; hit rate 0.15% among 340,000; in the data active = inhibition above about 12%; inconclusive = no clear call, values can overlap the other calls; inactive = below about 7.3%;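 also: human Keap1 Kelch domain with fluorescein labeled Nrf2 9mer peptide probe; 0% = neutral control wells and 100% = peptide positive control; higher means more block of Keap1 binding to Nrf2 peptide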
Target sequence (Q14145 whole entry, looked up, the tested form may be a part): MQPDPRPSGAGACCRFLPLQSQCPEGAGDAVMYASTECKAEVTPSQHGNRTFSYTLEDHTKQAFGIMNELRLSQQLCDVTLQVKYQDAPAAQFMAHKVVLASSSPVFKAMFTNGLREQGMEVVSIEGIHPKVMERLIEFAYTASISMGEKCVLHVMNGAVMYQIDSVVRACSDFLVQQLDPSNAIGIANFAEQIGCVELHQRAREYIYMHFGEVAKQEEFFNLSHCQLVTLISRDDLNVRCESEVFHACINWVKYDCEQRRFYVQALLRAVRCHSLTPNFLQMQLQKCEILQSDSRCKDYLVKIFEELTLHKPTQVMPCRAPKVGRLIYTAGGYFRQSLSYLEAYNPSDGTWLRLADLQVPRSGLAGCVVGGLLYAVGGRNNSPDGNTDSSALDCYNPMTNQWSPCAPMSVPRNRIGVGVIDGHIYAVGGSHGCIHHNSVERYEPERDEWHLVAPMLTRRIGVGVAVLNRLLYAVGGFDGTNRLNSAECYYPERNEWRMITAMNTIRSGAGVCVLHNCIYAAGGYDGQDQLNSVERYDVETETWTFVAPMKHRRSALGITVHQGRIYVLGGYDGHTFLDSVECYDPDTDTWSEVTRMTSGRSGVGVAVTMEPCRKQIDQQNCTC
V-ATPase pHluor: regulators of yeast V-ATPase proton pumping, primary screen, pHLuorin cytosolic pH fluorescence; S. cerevisiae; response, % at 10 µM; hit rate 0.37% among 350,000; AID 504577, 2011; in the data active = response mostly above about 7.3%, no sharp cut-off; inactive = mostly below about 5.4%; also: actives read high; inactives centre near 0; some compounds called inactive have numbers as strong as hits; reference of the scale not given here
HTR5A ag ctr: HTR5A agonists in luminescence cell assay, primary screen, counter-screen for OPRM1-OPRD1 heterodimer agonist project, full-deck HTS | 5-hydroxytryptamine receptor 5A (Homo sapiens), P47898 | cell-based | activation, % at 9.3 µM | hit rate 0.61% among 340,000; in the data active = activation mostly above about 9.5%, no sharp cut-off; inactive = mostly below about 7.6%;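 also: 0% = cells with vehicle only and 100% = reference agonist; strong numbers were not always called active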
Cardiac RTF inh: cardiac RTF calcium sensitivity inhibitors, primary screen, biochemical, IANBD-TnC fluorescence, EC70 calcium; inhibition, % at 7.15 µM; hit rate 0.12% among 340,000; Troponin I, cardiac muscle (Homo sapiens) + Troponin T, cardiac muscle (Homo sapiens) + …; IANBD-labeled cardiac RTF, Ca2+ fluorescence;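 active = inhibition above the mean inhibition of all tested compounds plus 3 SD, cut at about 17% in these data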;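 also: assay run at fixed EC70 calcium of 1.6 mM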
MOR-DOR inv ag: inverse agonists of MOR-DOR heterodimerization, primary screen, cell-based, luminescence; Mu-type opioid receptor (Homo sapiens) + Delta-type opioid receptor (Homo sapiens), …; inhibition, % at 9.3 µM; hit rate 0.21% among 340,000; cell-based MOR-DOR heterodimer luminescence, inverse agonism; in the data active = inhibition above about 22%, passing the limit was not always enough;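 also: 0% = cells with DMSO and 100% = wells without cells with DMSO; values of inactives mirror those of a sister screen read the other way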
Numbers without * were called inactive; ? = inconclusive; · = no result given.

SMILES	cardiac RTF act	LANA DNA inh	OPRM1-OPRD1 ag	CAL PDZ FP	HTR5A inv ctr	Keap1 Nrf2 FP	V-ATPase pHluor	HTR5A ag ctr	Cardiac RTF inh	MOR-DOR inv ag
COc1ccccc1CO/N=C/c1cccn1-c1nccc(N(C)C)c1C#N	-3	0.1	-2.2	2	-20	-1	-3	9	-4	11
CC(C)CSc1nc(N)nc2c1ncn2C1OC(CO)C(O)C1O (stereo unspecified)	2	-0.3	-2.0	0	-3	-8	0	1	-11	9
Clc1ccc(N=c2ssnc2Cl)nc1	6	1.8	0.5	-7	15	-5	2	-2	-1	-3
O=C(O)c1cc(N2C(=O)C3CCCCC3C2=O)ccc1NCc1cccnc1 (stereo unspecified)	-6	-0.1	-2.4	-5	8	0	-1	5	-5	12
Cc1ccc(NC(=O)COC(=O)CCC(=O)c2cccs2)cc1S(=O)(=O)N1CCOCC1	1	-0.2	0.2	1	-2	-7	4	0	-10	-1
NC(=O)CSc1cn(Cc2cccc(F)c2)c2ccccc12	-1	-1.7	-1.5	·	3	2	0	6	-3	7
CCC1(CC)NC(=O)N(CC(=O)OCC(=O)NC(=O)c2ccccc2OC)C1=O	-6	-1.3	-4.0	-5	-18	0	2	7	7	21
CCn1cc(C(=O)NCc2cccnc2)c2cc(OC)c(OC)cc2c1=O	4	-0.8	-1.5	15	-15	0	-2	6	-8	9
COc1ccc(CC(=O)NC2CCCCCC2)c(OC)c1	-4	2.0	0.6	-4	-6	-1	2	2	-9	-5
O=C(N/N=C\c1ccccn1)c1ccccc1O	0	-1.9	-0.6	-3	13	0	1	-5	-1	4
NNC(=O)c1sccc1OCc1cccc(C(F)(F)F)c1	4	0.6	0.9	2	2	-6	-4	-1	-9	-6
COc1cccc(C2c3c(-c4ccccc4O)n[nH]c3C(=O)N2Cc2ccco2)c1 (stereo unspecified)	0	-1.4	1.0	1	-9	2	4	0	-12	-5
CCn1nnc(NC(=O)C(c2ccccc2)c2ccccc2)n1	5	3.7	-1.5	-2	-2	1	5	1	-3	7
CC(C)C(C)NC(=O)COc1ncnc2sccc12 (stereo unspecified)	4	0.7	-1.9	-1	-13	-5	1	4	-4	9
O=C(N/N=C/c1coc2ccccc2c1=O)c1ccccc1Br	-4	1.4	-2.8	-4	2	-1	3	-4	5	15
Cc1ccn2c(=O)nc(SCc3cccc(C(F)(F)F)c3)nc2c1	-4	0.4	-1.8	-4	2	-2	-6	-1	6	10
CC(C)c1ccc(S(=O)(=O)/N=C2/C=C(Sc3ncn[nH]3)C(=O)c3ccccc32)cc1	-4	2.1	25*	0	19	-34	2	3	-5	-127
Cc1cc(=O)oc2c3c(cc(OCC(=O)NC4CC4)c12)OC(C)(C)CC3	-8	-1.9	-3.5	-2	14	-1	-1	2	4	18
O=C(c1sccc1-c1ccccc1)N1CCN(S(=O)(=O)c2ccccc2F)CC1	-4	0.0	-1.0	-3	4	-1	0	-2	-5	7
O=C(O)Cc1ccc(NC(=O)c2cccc(NC(=O)c3ccco3)c2)cc1	6	-2.8	1.2	-7	-20	-3	1	3	-2	-6
O=C(Nc1cccnc1)c1cc(-c2ccc(Br)cc2)nc2ccccc12	-3	-1.7	8.9	68*	-23	-1	2	10	1	-47
CC(C)CC(=O)Nc1ccc(-c2nc3ccccc3c(=O)o2)cc1	6	-1.5	-2.5	0	-23	-6	2	9	-6	15
CC(NC(=O)C1CC12CCC2)c1ccccc1 (stereo unspecified)	-1	1.3	1.2	0	-16	-1	1	6	-5	-9
CC1(C(=O)OCC(=O)NC(=O)NCc2ccccc2)CC1(Cl)Cl (stereo unspecified)	6	0.4	4.3	3	11	1	1	4	-12	-21
COc1ccc(NC(=O)CSc2nnnn2C2CC2)cc1S(=O)(=O)N1CCOCC1	-2	0.1	-1.6	-4	-7	-4	2	-1	-5	6
CCC(C)NC(=O)c1ccccc1NC(=O)c1ccc(CSc2ccccc2)cc1 (stereo unspecified)	-1	0.3	2.6	-4	-1	0	-1	0	-5	-14
CCN(CC(=O)Nc1ccccc1OC)C(=O)CC1CC2CCC1C2 (stereo unspecified)	2	0.9	-1.8	·	-2	-3	-2	-5	-13	7
COc1ccc(CNC(=S)NC(C)CCc2ccccc2)cc1 (stereo unspecified)	2	3.8	-2.1	0	-13	-3	-1	5	-4	10
COc1cccc(N2CCN(C(=S)Nc3ccccc3OC)CC2)c1	0	-0.6	-1.3	·	3	-5	1	6	-3	6
O=C(NCc1cccnc1)c1ccc(COc2ccc3c(c2)CCC3)o1	-3	0.1	-1.0	-2	-4	2	-6	16	1	6
CCOc1ccc(NC(=S)NNC(=O)c2ccc(Br)cc2)cc1	-1	0.7	-4.1	-1	11	0	0	-3	-4	20
O=C(O)c1cc(NC(=O)c2ccc(Cl)c([N+](=O)[O-])c2)cc(C(=O)O)c1	5	-0.1	-1.9	-4	11	0	-1	-1	3	9
c1ccc(Cc2nnc3sc(-c4ccncc4)nn23)cc1	3	1.2	-0.2	·	-25	-5	1	-2	2	1
N#Cc1c(N)n(CCNC(=O)c2ccccc2)c2nc3ccccc3nc12	-3	-0.7	0.7	-6	2	-5	5	-1	-14	-4
O=[N+]([O-])c1ccc(N2CCSCC2)cc1	4	0.7	-3.8	-3	10	4	2	-3	-3	19
On1onc2c3cc(-c4ccccc4)nc3ccc21	-3	-0.6	4.7	·	-11	6	1	3	-7	-25
O=C(NCCCn1ccnc1)C1c2ccccc2Oc2ccccc21	4	0.5	-7.0	-2	-27	-4	4	10	-9	31
CC(C)N(C)CCOC(=O)/C=C/c1ccccc1	3	0.0	-1.5	-3	1	-2	-1	8	0	8
CCCC(=O)N(c1ccc2oc(=O)sc2c1)S(=O)(=O)c1ccccc1	1	-1.1	3.8	·	-7	-3	-2	3	2	-16
O=C(Cc1ccccc1)NCc1nc2ccccc2[nH]1	1	0.3	-1.8	1	15	2	1	-1	-6	10
COc1cccc(-c2cc(C(F)(F)F)n3ncc(C(=O)NCC4CCCO4)c3n2)c1 (stereo unspecified)	7	-3.7	0.9	17	-25	-5	-3	-5	-7	-5
CN(Cc1ccccc1)S(=O)(=O)c1ccc(Cl)c(C(=O)NCc2ccc3c(c2)OCO3)c1	-6	-1.2	-0.6	-4	-8	-1	1	6	3	3
Cc1cc(C)cc(C(=O)OCC(=O)NCc2cccs2)c1	0	-0.6	0.5	7	4	-3	-2	-2	-1	-4
COc1ccc(/C=N/Nc2cc(N3CCOCC3)ncn2)c(OC)c1	-8	8.3	-2.0	-1	-9	?	4	3	-2	9
O=C(Nc1ccc(F)cc1)c1ccccc1NC(=O)C1CC=CCC1C(=O)O (stereo unspecified)	2	-0.1	-1.4	-1	-25	-3	-9	-5	3	9

Single records, as listed above. Order of values: cardiac RTF act | LANA DNA inh | OPRM1-OPRD1 ag | CAL PDZ FP | HTR5A inv ctr | Keap1 Nrf2 FP | V-ATPase pHluor | HTR5A ag ctr | Cardiac RTF inh | MOR-DOR inv ag
`O=C(Nc1ccc(F)cc1)c1ccccc1NC(=O)C1CC=CCC1C(=O)O` (stereo unspecified) across the screens: 2 | -0.1 | -1.4 | -1 | -25 | -3 | -9 | -5 | 3 | 9
`CCCC(=O)N(c1ccc2oc(=O)sc2c1)S(=O)(=O)c1ccccc1` across the screens: 1 | -1.1 | 3.8 | · | -7 | -3 | -2 | 3 | 2 | -16

New compounds follow
SMILES	cardiac RTF act	LANA DNA inh	OPRM1-OPRD1 ag	CAL PDZ FP	HTR5A inv ctr	Keap1 Nrf2 FP	V-ATPase pHluor	HTR5A ag ctr	Cardiac RTF inh	MOR-DOR inv ag
O=C(c1cc2ccccc2oc1=O)N1CCN(CCc2ccccc2)CC1	-2	2.8	-2.4	-6	-13	2	0	-2	5	13
COc1ccc(C(CNC(=O)c2ccc(S(=O)(=O)N3CCCC3)cc2)N(C)C)cc1OC (stereo unspecified)	-4	-4.8	-1.7	-4	-3	-2	2	1	-8	8
Cc1cc(N2CCOCC2)ccc1/C=C1\NC(=O)N(Cc2ccccc2)C1=O	-6	1.0	0.3	-1	7	-6	1	-3	-2	-2
O=c1[nH][nH]c(=O)c(Cl)c1Cl	3	-0.9	-0.4	·	3	-9	1	-1	-8	2
C/C(=N/NC(=O)CN1CCN(Cc2ccccc2Cl)CC1)c1ccncc1	9	1.1	0.7	1	-5	-1	1	0	-14	-3
O=C(CN(Cc1cccs1)S(=O)(=O)c1ccc(S(=O)(=O)NC2CCCCC2)cc1)Nc1ccccc1	-5	-0.3	5.0	-3	-4	-7	-4	1	-7	-27
Cc1ccccc1NC(=O)CSc1nc(=O)n(CCN2CCOCC2)c2c1CCCC2	-2	-0.2	-1.7	·	5	-3	-3	-3	-7	11
Cc1ccc(C(=O)Nc2ccc(N3CCOCC3)cc2)cc1S(=O)(=O)N1CCCCC1	-1	-0.4	1.3	0	-19	1	4	8	5	-5
COc1cccc(-c2cc(=O)[nH][nH]2)c1	-1	0.3	-2.7	1	-1	-4	-1	-2	9	13
NC(N)=NC(=O)c1nc(Cl)c(N2CCCCCC2)nc1N	1	-2.2	72*	-8	11	-4	-1	-3	-4	-389
COc1ccc(NC(=O)c2noc3c2CCC3)cc1	-1	2.7	0.4	-5	-4	-2	-4	0	-7	-3
CCCc1nc2ccccc2c(C(=O)OC(C)C(=O)NCc2ccc3c(c2)OCO3)c1CC (stereo unspecified)	8	0.4	4.3	-4	-17	-2	-1	0	-18	-19
CCOC(=O)CN(c1ccccc1C)S(=O)(=O)c1ccc(Cl)cc1	-5	2.7	1.6	-4	-15	-1	1	1	-7	-11
CC(C)C(NC(=O)c1ccc(F)cc1)C(=O)N1CCC1 (stereo unspecified)	2	-1.9	-3.7	-3	3	-4	2	-1	-4	14
O=c1n(-c2cccc(Cl)c2)c(=O)n2n1CCC2	0	-1.1	0.7	-1	4	-3	1	6	0	-4
O=C(C[n+]1cc(Br)cc2ccccc21)c1ccccc1	3	2.4	-0.9	-3	-9	-17	4	2	-16	4
CCOc1cc(C)c(Cl)cc1S(=O)(=O)N1CCCC1	-1	-0.5	-2.1	4	5	4	2	-2	-4	9
CCCCNC(=O)c1cccc2c(=O)c(C)c(-c3ccccc3)oc12	-4	0.0	-1.3	7	-1	5	2	2	-4	7

Bioassay records: PubChem, several laboratories
